AID inh: activation induced cytidine deaminase inhibition | Q9GZX7 | AID deamination FRET fluorescence, UDG-coupled, 4 h | Potency, µM (highest dose often 115 µM), for inactives: top-dose activity change, negative = inhibition, actives largely listed as inhibitors | hit rate 0.32% among 91,000; note: nearly all actives have a fitted effect of over 25% in size
Target sequence (Q9GZX7 whole entry, looked up): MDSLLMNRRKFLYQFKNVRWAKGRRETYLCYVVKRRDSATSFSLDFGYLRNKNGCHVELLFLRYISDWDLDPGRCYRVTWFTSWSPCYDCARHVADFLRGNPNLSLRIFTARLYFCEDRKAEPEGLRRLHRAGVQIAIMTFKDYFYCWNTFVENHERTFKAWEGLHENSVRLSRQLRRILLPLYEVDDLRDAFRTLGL
UDG counter: counter-screen for AID inhibitors: uracil-DNA glycosylase inhibition; FRET deamination/UDG coupled assay, UDG read, 4 h; AID 1347430; hit rate 0.14% among 91,000; Potency, µM (series often up to 115 µM), for the others: at the highest dose activity change, negative = inhibition, hits mostly inhibitors; note: nearly all actives have a fitted effect of over 65% in size
Starred values were filed as active, the others as inactive; ? = inconclusive; & = joins results of further samples; [ ] = another dose, or the depositor's remark. Calls come from the whole dose curve; as a rule, active = well fitted curve in the direction sought with a large enough effect; inconclusive = small, poorly fitted or top-dose-only effect, or another doubt; inactive = no such curve, though single readings can be large; an effect the other way counts as inactive or inconclusive. % is set by controls: 0 for no effect and ±100 for the full control effect; potency is the fitted concentration of half-maximal effect. These rows are one share of the data. The share of hits here may be higher or lower than overall.

The opening 14 entries, to show the layout:
Each structure is followed by: AID inh, UDG counter
- COc1cc(-c2nnc(COc3nncc4ccccc34)o2)cc(OC)c1OC
 : 2%, -11%
- CCOc1ccccc1CNC(=O)Cn1cc2c(n1)-c1c(oc(C(=O)N3CCCC3)c1C)CC2
 : ?, ?
- CCOc1ccc(CNC2CCCCC2C)cc1 (stereo not drawn)
 : 0%, 2%
- COc1ccc(NC(=O)c2cc(-c3ccccc3O)no2)cc1
 : 7%, 6%
- COc1ccc(OC(=O)CCc2ccc3c(c2)OCCO3)cc1
 : -6%, -3%
- COc1ccccc1NC(=O)c1ccc(NC(=O)c2ccccc2SCC2CCCO2)cc1 (stereo not drawn)
 : -15%, -8%
- CC(C)c1nnc(NC(=O)c2nc(SCc3ccc(F)cc3)ncc2Cl)s1
 : ?, ?
- O=C(Nc1nc2c(F)cccc2s1)c1ccc2c(c1)OCCO2
 : -4%, 0%
- Cc1ccc(C)c(Cn2c3ccccc3c3cnn(CC(=O)NC(C)CCc4ccccc4)c(=O)c32)c1 (stereo not drawn)
 : -2%, -11%
- Cc1ccc(-c2noc(-c3nnn(CC(=O)Nc4cc(C)cc(C)c4)c3N)n2)cc1
 : -11%, -8%
- CSc1ccccc1NC(=O)COC(=O)CNC(=O)CC12CC3CC(CC(C3)C1)C2
 : -2%, 6%
- Clc1cccc(CSc2nnc(C3CCNCC3)o2)c1
 : -3%, 5%
- Cc1cccc(-c2cc(C(=O)Nc3cccc(C)n3)c3ccccc3n2)c1
 : -1%, 4%
- CC(=O)N1N=C(c2ccc(F)cc2)CC1c1ccc2nccnc2c1 (stereo not drawn)
 : -4%, 1%

Results, from the start:
Each structure is followed by: AID inh, UDG counter
- COc1cc(-c2nnc(COc3nncc4ccccc34)o2)cc(OC)c1OC
 : 2%, -11%
- CCOc1ccccc1CNC(=O)Cn1cc2c(n1)-c1c(oc(C(=O)N3CCCC3)c1C)CC2
 : ?, ?
- CCOc1ccc(CNC2CCCCC2C)cc1 (stereo not drawn)
 : 0%, 2%
- COc1ccc(NC(=O)c2cc(-c3ccccc3O)no2)cc1
 : 7%, 6%
- COc1ccc(OC(=O)CCc2ccc3c(c2)OCCO3)cc1
 : -6%, -3%
- COc1ccccc1NC(=O)c1ccc(NC(=O)c2ccccc2SCC2CCCO2)cc1 (stereo not drawn)
 : -15%, -8%
- CC(C)c1nnc(NC(=O)c2nc(SCc3ccc(F)cc3)ncc2Cl)s1
 : ?, ?
- O=C(Nc1nc2c(F)cccc2s1)c1ccc2c(c1)OCCO2
 : -4%, 0%
- Cc1ccc(C)c(Cn2c3ccccc3c3cnn(CC(=O)NC(C)CCc4ccccc4)c(=O)c32)c1 (stereo not drawn)
 : -2%, -11%
- Cc1ccc(-c2noc(-c3nnn(CC(=O)Nc4cc(C)cc(C)c4)c3N)n2)cc1
 : -11%, -8%
- CSc1ccccc1NC(=O)COC(=O)CNC(=O)CC12CC3CC(CC(C3)C1)C2
 : -2%, 6%
- Clc1cccc(CSc2nnc(C3CCNCC3)o2)c1
 : -3%, 5%
- Cc1cccc(-c2cc(C(=O)Nc3cccc(C)n3)c3ccccc3n2)c1
 : -1%, 4%
- CC(=O)N1N=C(c2ccc(F)cc2)CC1c1ccc2nccnc2c1 (stereo not drawn)
 : -4%, 1%
- Cc1nc2ccc(C(=O)OCC(=O)NCC(C)C)cc2nc1C
 : 13%, -6%
- Cc1cccc(CNC(=O)C2CCC(CNS(=O)(=O)c3ccc4c(c3)CCCC(=O)N4)CC2)c1 (stereo not drawn)
 : ?, -1%
- O=C(NCCc1ccccc1)c1cc(-c2cccc(Cl)c2)on1
 : -5%, -7%
- CCC1CN(C(=O)N2CCC(C(=O)NCCc3ccc(C)cc3)CC2)c2ccccc2O1 (stereo not drawn)
 : 5%, 7%[57.5 µM]
- O=C(Nc1ccc(Oc2ccccc2)cc1)c1ccc(F)c(S(=O)(=O)N2CCN(c3cccc(Cl)c3)CC2)c1
 : 6%, -4%
- Cc1cc(C)c2oc(-c3ccc(NC(=O)COc4ccccc4C)cc3)nc2c1
 : -2%, -2%
- Cc1ccc(NC(=O)CN2C(=O)C(c3ccc(F)cc3)=NC23CCCCCC3)c(C)c1
 : -25%, -14%
- Cc1cccc(OCC(=O)OCc2cc(=O)n3nc(C4CCCCC4)sc3n2)c1
 : 13%, -28%
- CCOc1cccc(C(=O)Nc2ccc(NC(=O)c3ccc(Br)cc3)cc2)c1
 : 0%[57.5 µM], -7%[57.5 µM]
- COCCc1ccc(OS(=O)(=O)c2ccc(C)cc2C)cc1
 : -9%, -2%
- Cc1nc(N2CCCC2)ncc1C(=O)NCc1cccc(Cl)c1
 : -6%, -10%
- O=S(=O)(Nc1ccccc1-c1n[nH]c(C2CC2)n1)c1cc(Cl)ccc1Cl
 : 2%, 9%
- Cc1ccc(CNC(=O)C(C)n2ccc3cc(S(=O)(=O)N4CCCC4)ccc32)cc1 (stereo not drawn)
 : -27%, -14%
- O=c1cc(CN2CCN(c3ccc(F)cc3)CC2)c2cc(Cl)c(O)cc2o1
 : -19%, -8%
- CCc1cccc2c(C(=O)C(=O)NCc3ccc(OC)cc3)c[nH]c12
 : -2%, -2%
- Cc1ccc2c(=O)c(CN3CCC(C)CC3)c(C)[nH]c2c1C
 : 0%, -11%
- O=C(COC(=O)C(Cc1c[nH]c2ccccc12)NC(=O)c1ccc(Br)cc1)c1ccc(Cl)cc1 (stereo not drawn)
 : 33%[activator], -24%
- COc1ccc(CCn2c3c(c(=O)[nH]c2=O)C(NC(=O)c2ccccc2F)(C(F)(F)F)C(=O)N3)cc1OC (stereo not drawn)
 : 23%, -2%
- CC1=C(C(=O)Nc2cccnc2)C(c2ccccc2)n2nc(SCc3ccccc3)nc2N1 (stereo not drawn)
 : 3%, 4%
- Cn1nnnc1SCCCNCc1ccc(-c2ccc(F)c(Cl)c2)o1
 : -6%, -2%
- COC(=O)c1nnn(CC(=O)Nc2ccc(Br)c(C)c2)c1N
 : -2%, 48%[activator]
- Cc1ccc(C)c(NC(=O)Nc2cc3c(cc2N2CCCCC2)n(C)c(=O)n3C)c1
 : ?, -5%
- COc1ccc(-c2nc(Cn3c(=O)cc(C)c4c(C)nn(-c5ccccc5)c43)c(C)o2)cc1OC
 : 0%, 9%
- CCCCn1c(CNC(=O)C23CC4CC(CC(C4)C2)C3)nnc1SCC(=O)Nc1ccccc1
 : ?, -5%
- CC1Sc2ccc(C(=O)OCC(N)=O)cc2NC1=O (stereo not drawn)
 : 5%, 7%
- CCc1noc2nc(C)n(CC(=O)O)c(=O)c12
 : 15%, 9%
- O=C(O)c1ccc(Cc2ccccc2)o1
 : 0%, -1%
- O=C(OCc1ccc(F)cc1)c1ccc(C2Nc3ccccc3S(=O)(=O)N2)cc1 (stereo not drawn)
 : -6%, -3%
- Cc1ccc(C)c(NC(=O)CN2C(=O)COc3ccc(Cl)cc32)c1
 : 9%, -5%
- Cc1ccc(C2N=C(N)Nc3nc4ccccc4n32)cc1 (stereo not drawn)
 : -6%&-29%, -5%&6%
- O=C(Nc1c(NC2CCCCC2)c2ccccc2oc1=O)c1cccc(F)c1
 : -6%, 2%
- CC(C)(C)C(=O)COC(=O)c1cc(S(N)(=O)=O)ccc1Br
 : -1%, -2%
- Cc1ccc(C(CNC(=O)c2cc(-c3ccc4c(c3)OCCO4)on2)N2CCN(C)CC2)o1 (stereo not drawn)
 : -5%, 3%
- O=C(Nc1ccc(Cl)cc1)c1ccc2c(Cl)c3c(nc2c1)CCCC3
 : -2%, 4%
- CCC(=O)Nc1ccc(C)cc1-c1nnc(SCC(=O)Nc2ccc(Cl)c(Cl)c2)[nH]c1=O
 : ?, -5%
- CCc1ccc(C(=O)CSC(=S)N(C)C)cc1
 : -14%, 0%

Further compounds follow.
Each structure is followed by: AID inh, UDG counter
- COc1ccc(C(=O)Oc2ccc(C)cc2C(=O)/C=C/c2ccc(F)cc2)cc1
 : -8%, 3%
- CCOCCCN1C(=O)c2[nH]nc(-c3ccccc3O)c2C1c1ccc(CC)cc1 (stereo not drawn)
 : -22%, -2%
- CC1=C(C(=O)Nc2ccccc2C)C(c2ccccn2)n2ncnc2N1 (stereo not drawn)
 : 19%, -4%
- Cc1noc(-c2ccc(-c3noc(-c4cccc(F)c4)n3)cc2)n1
 : 21%[57.5 µM], -4%[57.5 µM]
- C=CCNC(=S)Nc1ccc(C)cc1Br
 : 3%, -4%
- COCCCNC(=O)CSc1nc(-c2ccc(OC)c(OC)c2)[nH]c1-c1ccc(F)cc1
 : -6%, -13%
- CCCCC(=O)N/N=C/c1ccc(C)cc1
 : -8%, 5%
- CCCCn1c(=O)[nH]c(=O)c2c1nc(-c1ccc(-c3ccccc3)cc1)n2C
 : 9%, 9%
- Cc1cc(C)cc(C(=O)NC(C)c2ccc(CC(C)C)cc2)c1 (stereo not drawn)
 : -5%, -1%
- COc1cc(NC(=O)CCNS(=O)(=O)c2ccc3c(c2)CCN3C(=O)C2CC2)cc(OC)c1
 : 33%[activator], -4%
- O=C(NCCNC(=O)c1cccc2cccnc12)c1cccc2cccnc12
 : 6%, -2%
- COC(=O)c1c(C)oc2c1cc(NS(=O)(=O)c1ccc(C)cc1)c1ccccc12
 : 12%, 5%
- O=S(=O)(/N=C/c1ccco1)c1cccs1
 : 6%, -10%
- Cc1ccc(S(=O)(=O)N2CCOCC2)cc1C(=O)Nc1ccccc1C(=O)O
 : -18%, -5%
- Cc1ccc(CNC(=O)CCCn2c(=O)c3ccccc3n(CC(=O)Nc3ccc(C)c(C)c3)c2=O)cc1
 : 43%[activator], 7%
- CCC(=O)N1CCc2cc(S(=O)(=O)CCC(=O)N3CCN(c4ccc(Cl)cc4)CC3)ccc21
 : -4%, -1%
- Cc1ccc2nc(-c3ccc(Cl)c(NC(=O)COc4ccc([N+](=O)[O-])cc4)c3)oc2c1
 : 2%, -6%
- COc1ccc2c(c1)cc1c(=O)n(CC(=O)NCc3ccco3)nc(C)n12
 : -20%, -4%
- O=C(CCCSc1ccccc1)NCC1CCCO1 (stereo not drawn)
 : -2%, 7%
- CCc1ccc(NC(=O)c2sc(-n3nc(C)c(CCC(C)C)c3C)nc2C)cc1
 : -22%, -11%
- N#C/C(=C\c1ccc(OCc2ccccc2)cc1)c1ccccc1
 : -12%, 0%
- N#C/C(=C/c1ccc(OC(F)F)cc1)C(=O)N(C1CCCCC1)C1CCCCC1
 : -5%, -4%
- CCNc1nc(Oc2ccc(C(=O)OC)cc2)nc(SC)n1
 : -9%, -2%
- CCN(CC)CCCNC(=O)CN1C(=O)CCn2nc(-c3cn(C)c4ccccc34)cc21
 : 3%, 33%[activator]
- Cc1ccccc1NC(=O)CSc1nc(-c2cccs2)nc2cc(=O)[nH]n12
 : -1%, 0%
- COc1ccc(Cn2c(C(=O)O)c(CNCc3ccc(C)o3)c3ccc(OC)cc32)cc1
 : -2%, -5%
- COc1ccc(NS(=O)(=O)c2ccc3c(c2)CCN3C(=O)C2CC2)cc1OC
 : ?, -16%
- COc1ccc(-c2cc(C(F)(F)F)nc(NCCc3ccccc3)n2)cc1OC
 : 4%, -2%
- Cc1cccc(-c2nnc(SCC(=O)N3CCCc4ccccc43)o2)c1
 : ?, -15%
- CCOC(=O)CC(NC(=O)Cn1nnc(-c2ccc(Cl)cc2)n1)c1ccc(OC)cc1 (stereo not drawn)
 : -28%, -13%
- COCCn1c(CNC(=O)c2cccc(C)c2)nc2cccnc21
 : 7%, -4%
- CN/C(=C\[N+](=O)[O-])NCCSCc1ccc(CN(C)C)o1
 : 72%[activator], 3%
- O=C(Nc1cc(-c2ccccc2F)nn1-c1ccccc1)c1ccccc1Br
 : -1%, ?
- O=C(NCCc1ccccc1)c1ccccc1NC(=O)C1CC1
 : -1%, 7%
- CCc1nnc(SCC(=O)N(C)c2ccccc2)c2cc3sccc3n12
 : ?, 6%
- CCc1cccc(N(C)C(N)=Nc2cccc3ccccc23)c1
 : -17%, -4%
- O=C(CCCCCN1CCN(c2ccccc2-c2ccccc2)CC1)NC1CCCc2ccccc21 (stereo not drawn)
 : -14%, -13%
- O=C(NC1CCCCC1)c1ccc(Cn2c(SCc3ccccc3)nc3cccnc32)cc1
 : -2%, -3%
- COc1ccc(NC(=O)CSC2=Nc3ccccc3C3=NC(CCC(=O)NCCc4ccccc4)C(=O)N23)c(OC)c1 (stereo not drawn)
 : ?, ?
- CC(=O)Nc1ccc(NS(=O)(=O)c2ccccc2C#N)cc1Cl
 : 20%, 12%
- Cc1ccccc1CNC(=O)c1ccc2c(c1)c(C)c(C)n2C
 : -2%, -7%
- CC(=O)c1cc(-c2ccc(F)cc2)n(CC(=O)NC2CCC(C)CC2)c1C (stereo not drawn)
 : 4%, 0%
- Cc1ccc(NC(=O)CSc2nnc3ccc4ccccc4n23)cc1
 : 1%, 8%
- O=C(CCc1ncc(-c2ccc(F)cc2F)o1)NC1=NCCS1
 : -4%, 0%
- CC(C)(C)c1ccc(-c2nc(C#N)c(NCCN3CCOCC3)o2)cc1
 : -7%, -4%
- O=C(NNC(=S)Nc1ccc(F)cc1)c1ccccc1
 : -8%, -1%
- Cc1cccc(-c2nc(C#N)c(N3CCN(Cc4ccccc4)CC3)o2)c1
 : -9%, -2%
- O=C(CSc1nc(-c2ccccc2)cs1)C12CC3CC(CC(C3)C1)C2
 : -7%, 0%
- NC(=O)c1ccsc1NC(=O)COC(=O)c1ccc(Cl)cc1F
 : 6%, -4%
- CCCn1ccc2c(OCC(=O)Nc3ccc(OC)c(OC)c3)cccc2c1=O
 : -1%, 25%

(more compounds)
Each structure is followed by: AID inh, UDG counter
- Cc1ccc2c(c1)cc(C(=O)NCc1ccccc1C)n2C
 : 9%, 4%
- Cc1cccc(-c2nc3ccccc3n3c(-c4ccccc4)c4c(=O)n(C)c(=O)n(C)c4c23)c1
 : -15%[57.5 µM], -17%[57.5 µM]
- CN(Cc1cccc2ccccc12)C(=O)Cc1cccc2cccnc12
 : -15%, -4%
- Cc1cc(-c2ccc(C)c(S(=O)(=O)Nc3ccccn3)c2)on1
 : 3%, 6%

Bioassay records deposited in PubChem by National Center for Advancing Translational Sciences (NCATS).
